CHRM1 antagonist: human M1 muscarinic receptor antagonists, primary screen, CHO-K1 cells, Fluo-8 calcium fluorescence, 1536-well | 360,000 tested, 1.3% active | CHO-K1 hM1, ACh EC80 antagonist | inhibition, % at 3 µM | AID 588852, 2011 | Muscarinic acetylcholine receptor M1 (Homo sapiens), P11229;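 active means percent inhibition above its own plate's cutoff, namely the mean of that plate's compound wells plus 3 SD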;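 further: peak over basal fluorescence ratio during 140 s after agonist addition; 0% = ACh EC80 plus DMSO and 100% = DMSO alone without agonist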
Target sequence (P11229 whole entry, looked up): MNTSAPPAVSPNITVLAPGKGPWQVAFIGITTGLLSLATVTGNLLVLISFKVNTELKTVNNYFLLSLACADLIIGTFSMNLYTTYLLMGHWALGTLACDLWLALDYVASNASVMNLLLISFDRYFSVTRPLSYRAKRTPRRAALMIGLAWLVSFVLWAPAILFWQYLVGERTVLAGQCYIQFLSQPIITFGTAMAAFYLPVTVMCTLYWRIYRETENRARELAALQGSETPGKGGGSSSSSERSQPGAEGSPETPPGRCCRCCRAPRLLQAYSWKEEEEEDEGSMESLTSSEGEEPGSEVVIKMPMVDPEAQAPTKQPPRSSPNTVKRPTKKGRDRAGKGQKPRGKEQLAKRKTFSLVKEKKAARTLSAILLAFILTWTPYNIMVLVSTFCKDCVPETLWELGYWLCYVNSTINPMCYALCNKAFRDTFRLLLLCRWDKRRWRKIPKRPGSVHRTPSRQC
M5 antag: human M5 muscarinic receptor antagonists, primary screen, CHO cells, Fluo-8 calcium fluorescence. inhibition, % at 3 µM. Muscarinic acetylcholine receptor M5 (Homo sapiens), P08912. AID 624040, 2012. 360,000 tested, 0.59% active. CHO-hM5 cells, ACh EC80;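 active means inhibition above a per-plate cutoff, the mean of that plate's test compounds plus 3 SD, cut at about 27% in these data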;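 further: 0% = acetylcholine EC80 with DMSO and 100% = DMSO without agonist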
Target sequence (P08912 whole entry, looked up): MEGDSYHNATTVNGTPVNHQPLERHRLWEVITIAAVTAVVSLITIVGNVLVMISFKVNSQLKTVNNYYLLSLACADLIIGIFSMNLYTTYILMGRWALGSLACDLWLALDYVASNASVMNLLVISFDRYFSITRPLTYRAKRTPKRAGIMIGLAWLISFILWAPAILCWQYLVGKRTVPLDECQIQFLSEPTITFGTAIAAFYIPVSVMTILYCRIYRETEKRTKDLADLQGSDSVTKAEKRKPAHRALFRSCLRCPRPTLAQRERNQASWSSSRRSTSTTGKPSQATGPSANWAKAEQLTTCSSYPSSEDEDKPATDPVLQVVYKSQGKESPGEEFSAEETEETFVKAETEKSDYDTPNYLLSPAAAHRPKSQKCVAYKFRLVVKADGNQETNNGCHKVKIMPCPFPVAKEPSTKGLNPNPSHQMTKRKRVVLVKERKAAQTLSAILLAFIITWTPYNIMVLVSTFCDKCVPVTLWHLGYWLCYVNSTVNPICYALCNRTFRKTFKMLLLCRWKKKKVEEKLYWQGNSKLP
CHRM4 PAM: human M4 muscarinic receptor positive allosteric modulators, primary screen, CHO-K1 cells, Fluo-8 calcium fluorescence; 360,000 tested, 0.4% active; activation, % at 3 µM; CHO-K1 hM4/Gqi5, ACh EC20; 0% = ACh EC20, 100% = maximal ACh;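 active means activation above its plate's cutoff, the mean activation of sample wells plus 3 SD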; further: some results filed as inactive read as strong as hits
CHRM1 PAM: human M1 muscarinic receptor positive allosteric modulators, primary screen, CHO-K1 cells, Fluo-8 calcium fluorescence, 1536-well. activation, % at 3 µM. 360,000 tested, 0.088% active. CHO-K1 hM1, ACh EC20; 0% = ACh EC20, 100% = maximal ACh. Muscarinic acetylcholine receptor M1 (Homo sapiens), P11229; in the data active means activation above about 19%, passing the limit was not always enough
M4 ag: human M4 muscarinic receptor agonists, primary screen, CHO-K1 cells, Fluo-8 calcium fluorescence | Muscarinic acetylcholine receptor M4 (Homo sapiens), P08173 | CHO-K1 hM4/Gqi5; vehicle 0%, full acetylcholine response 100% | activation, % at 3 µM | 360,000 tested, 0.14% active | AID 624127, 2012;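 active means activation above the run mean over all test wells plus 3 SD, cut at about 32% in these data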;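 further: peak over basal fluorescence ratio per well then scaled between controls; 0% = DMSO wells and 100% = acetylcholine at EC100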
M4 antag: human M4 muscarinic receptor antagonists, primary screen, CHO cells, Fluo-8 calcium fluorescence; CHO-hM4 cells, ACh EC80; inhibition, % at 3 µM; 360,000 tested, 0.73% active; AID 624125, 2012;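 active means inhibition above its plate's cutoff, the mean inhibition of sample wells plus 3 SD, cut at about 27% in these data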;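 further: 0% = acetylcholine EC80 with DMSO and 100% = DMSO without agonist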
CRFBP-R2 agonist: agonists of CRF-BP/CRF-R2 complex, primary screen, cell-based, HEK293, calcium dye fluorescence, uHTS; CRF-binding protein / CRF receptor 2 complex (human); 350,000 tested, 0.46% active; calcium dye fluorescence (FLIPR); percent of saturating CRF peptide response; activation, % at 13.2 µM;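 active means activation of at least 50%, plus an integration ratio under a set limit after plate pattern correction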;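 further: plate controls were neutral control wells without compound for no effect and CRF at EC100 for full effect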
M5 ag: human M5 muscarinic receptor agonists, primary screen, CHO-K1 cells, Fluo-8 calcium fluorescence. 360,000 tested, 0.19% active. Muscarinic acetylcholine receptor M5 (Homo sapiens), P08912. CHO-K1 hM5 cells; 0% DMSO wells, 100% maximal acetylcholine response. activation, % at 3 µM;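 active means activation above the run's mean over test compounds plus 3 SD, cut at about 23% in these data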;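 further: signal is peak over basal fluorescence ratio across the kinetic read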
CHRM5 PAM: human M5 muscarinic receptor positive allosteric modulators, primary screen, CHO-K1 cells, Fluo-8 calcium fluorescence; CHO-K1 hM5, ACh EC20 PAM; 0% = ACh EC20, 100% = ACh EC100; 360,000 tested, 0.3% active; Muscarinic acetylcholine receptor M5 (Homo sapiens), P08912; AID 624038, 2012; activation, % at 3 µM;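 active means activation above the run cutoff, the mean activation of all test compounds plus 3 SD, cut at about 18% in these data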
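system = human M5 receptor in CHO-K1 cells | reagent = EC20 acetylcholine as agonist stimulus | compound dosing = single-point, 3 µM nominal | incubation = Fluo-8 loading 80 min at 37 °C plus 30 min room temperature | detection = Fluo-8 calcium dye fluorescence, kinetic read | benchmarks = low control EC20 acetylcholine (0%), high control EC100 acetylcholine (100%)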
Numbers without * were called inactive; . = not tested or not shown.

SMILES	CHRM1 antagonist	M5 antag	CHRM4 PAM	CHRM1 PAM	M4 ag	M4 antag	CRFBP-R2 agonist	M5 ag	CHRM5 PAM
CCOC(=O)N1CCN(C(=O)CSC2=NS(=O)(=O)c3ccccc3N2)CC1	-7	2	4	8	-1	-2	1.4	0	3
COc1ccccc1OCc1cc(C(=O)N(C)CCC2CCOCC2)no1	-2	3	-6	2	4	19	1.0	1	-4
O=C(CSc1oc(-c2ccco2)nc1S(=O)(=O)c1ccc(F)cc1)NCC1CCCO1 (stereo unspecified)	12	6	-4	-7	2	20	-2.1	-2	-4
Cc1ccc(C2/C(=C(/O)c3ccccc3)C(=O)C(=O)N2CCN2CCOCC2)o1 (stereo unspecified)	8	1	-7	-4	-1	6	-0.1	0	-1
CCNCc1ccc(OCc2ccccc2F)c(OC)c1	-7	2	-2	-2	1	8	-1.7	-8	-2
COc1cc(C(=O)O/N=C2/C=C(C)C(=O)C=C2C)cc(OC)c1OC	-9	13	9	1	0	3	-0.1	-1	-8
O=S(=O)(Nc1ccc(N2CCOCC2)cc1)c1cccs1	-14	1	-4	1	1	2	-1.2	-1	-5
CCOC(=O)N1CCC(NC(=O)c2ccc3c(=O)n4c(nc3c2)CCCC4)CC1	-3	2	-4	3	2	-2	0.5	0	-3
CCOC(=O)N1CCN(C(=O)CSc2nnc(C3COc4ccccc4O3)o2)CC1 (stereo unspecified)	-6	0	6	0	0	-14	-0.6	0	0
COCCNC(=O)C1CC(=O)N(C2CCCCC2)C1 (stereo unspecified)	-6	-2	-4	7	0	5	-1.0	0	2
Cc1cc2oc(C(=O)Nc3ccc(S(=O)(=O)Nc4ncccn4)cc3)c(C)c2cc1Cl	-2	-17	9	10	0	-6	-0.6	0	6
COc1ccc(CNS(=O)(=O)c2ccc(-n3cccn3)cc2)cc1	1	6	-1	-2	7	0	-2.0	2	1
Cn1c(N/N=C/c2ccccc2)nc2sc3c(c2c1=O)CCC3	12	-5	-7	-8	0	8	-2.5	-3	-3
Cc1cc(=O)n2nc(N3CCCC(C(=O)NCCCN4CCc5ccccc5C4)C3)sc2n1 (stereo unspecified)	11	12	-11	-10	-2	28*	-0.8	-7	-8
Cc1nn(-c2ccc(N3CCCCC3)nn2)c(C)c1CCC(=O)Nc1ccc(F)c(F)c1	2	6	-12	11	15	-7	-2.6	-3	-6
CC(NC(=O)Cn1cc(Br)c([N+](=O)[O-])n1)c1ccccc1 (stereo unspecified)	-5	4	-7	7	0	-6	-0.7	-1	13
COc1ccc(C(=O)/C=C/c2cn(CC(O)CN3CCOCC3)c3ccccc23)cc1 (stereo unspecified)	-6	17	-1	3	10	-8	42	0	-12
CCN(c1ccccc1)S(=O)(=O)c1nnc(NC(=O)CC(C)C)s1	-2	0	-3	4	0	-7	-0.6	-1	-4
Cc1cc2c(cc(C(=O)OC(C)C(=O)NCc3ccccc3)n2C)o1 (stereo unspecified)	-10	7	5	16	1	0	1.5	3	4
CCCCCCC(=O)N(O)C1CC(=O)N(c2ccc(C)cc2)C1=O (stereo unspecified)	-5	-6	-3	3	-2	-4	-1.0	-1	2
Cc1cccc(C(=O)OC2CCCN(C)C2)c1C (stereo unspecified)	0	14	-3	0	0	-4	1.7	-11	-6
COC(=O)/C(=N/Nc1ccccc1C)N1CCCc2ccccc21	-12	2	3	2	-1	-9	-2.0	-1	-2
CCn1c(SCC(=O)Nc2ccc(NC(C)=O)cc2)nc2c1c(=O)n(C)c(=O)n2C	2	-7	3	1	2	-6	0.7	1	1
COc1ccccc1N1CCN(C(=O)c2nn(C)c3c2CS(=O)(=O)c2ccccc2-3)CC1	-12	11	4	10	7	3	-4.2	-2	-5
COc1cccc(OC)c1OCCCc1c(C)n[nH]c1C	-4	-11	29*	7	1	4	0.0	1	2
COc1ccc(C(=O)OCC#CCSc2nnc(-c3cccc4ccccc34)o2)cc1	0	15	-2	1	0	4	3.8	0	-6
COC(=O)c1scc(S(=O)(=O)C(C)(C)C)c1-n1cccc1	1	7	-12	0	1	-10	-0.2	-1	-1
Cc1cc(Br)ccc1NC(=O)CN(C)C(=O)C1CCN(C(=O)c2ccc(Cl)cc2)CC1	-2	2	7	4	3	-10	-2.4	-4	4
COC(=O)c1ccccc1-n1c(CCC(=O)O)ccc1-c1ccc(F)cc1	-17	7	3	9	2	-27	-0.6	-4	-7
Cc1ccc(-n2nc3c(=O)n(C(C)C(=O)NCc4ccc5c(c4)OCO5)nc(C)c3c2C)cc1 (stereo unspecified)	8	16	-6	-11	9	-2	-2.4	-6	-8
COC(=O)COc1ccc(=O)n(-c2ccccc2)n1	-25	1	5	7	1	7	0.6	-4	4
CCCc1nnc(SCC(=O)N2CCCCC2)n1CCCOC	-13	5	2	11	0	-3	-0.9	1	2
C[C@@H]1CN([C@@H](C)CO)C(=O)c2cc(NC(=O)CCC(F)(F)F)ccc2O[C@H]1CN(C)S(=O)(=O)c1ccc(Cl)cc1	-2	-3	2	6	0	5	-0.8	4	-1
Cc1ccc(C)c(S(=O)(=O)N2CCN(C(=O)c3ccccc3Cc3ccccc3)CC2)c1	-2	3	-6	0	10	2	1.9	0	-4
O=C(CNC(=O)C1(c2ccccc2)CC1)Nc1ccc(F)c(F)c1	-9	2	10	6	2	-2	1.7	2	6
OCC1(CO)COC2(CCCC2)N1	-2	4	4	2	0	6	-0.8	2	-1
CC(=O)NC(CC(=O)OCC(=O)N1CCc2ccccc21)c1ccccc1 (stereo unspecified)	-9	12	-7	6	0	5	-0.4	-4	-5
COc1cc(-c2c(CCO)sc3ccccc23)cc(OC)c1OC	.	0	3	.	-1	-11	.	-5	-9
COc1ccc(Cc2nnc(NC(=O)c3cccc(F)c3)s2)cc1OC	-6	-3	2	1	2	-6	0.4	-2	-2
CCn1c(C)nnc1SCC(=O)Nc1ccc(Cl)cc1	1	9	1	1	1	8	-0.4	1	-3
COc1cc(NC(=O)c2ccco2)ccc1NC(=O)c1ccccc1Cl	-9	-8	14	11	4	-2	-0.3	3	3
Cc1c(NC(=O)Nc2ccccc2)cccc1[N+](=O)[O-]	-4	4	-19	3	12	4	-0.8	9	-15
CCN(CC(=O)NCc1cccs1)C(=O)c1cccc(S(=O)(=O)N2CCc3ccccc32)c1	-4	0	-2	11	7	-12	-1.2	-10	1
C=CCC(=O)N1CCCC(CCC(=O)NCc2ccccc2F)C1 (stereo unspecified)	-5	1	-7	7	0	4	-0.1	2	-3
CC(C)NC(=O)C1CCN(C2CCN(C(=O)/C=C/c3cccs3)CC2)CC1	-18	3	6	11	0	-8	-1.6	-5	4
Cc1ccccc1CNc1ccc(C(CC(N)=O)NC(=O)c2ccccc2)cc1[N+](=O)[O-] (stereo unspecified)	7	6	6	0	3	13	-1.0	-6	0
Cc1cc(OCC(=O)NCCO)ccc1Cl	-5	-2	1	10	1	-5	0.9	2	-1
CCOc1ccc2nc3c(cc2c1)CN(CCOC)C(=NC)S3	-3	-2	-4	3	1	9	0.8	-2	-1
N#CCc1ccc(Oc2ncc(C(F)(F)F)cc2Cl)cc1	-15	5	1	11	1	1	0.5	-1	1
Cc1ccc(-c2csc(SCC(=O)Nc3cc(C)on3)n2)cc1	-4	-3	11	-1	1	21	0.3	-1	-6
COc1ccc(C(C(=O)NC2CCCC2)N(CCCO)C(=O)c2snc(C(N)=O)c2N)cc1 (stereo unspecified)	-11	-1	1	4	1	10	1.8	-2	-2
Cc1cccc(Nc2ncnc3ccccc23)c1	-21	-4	-5	-1	1	8	0.8	0	-1
CCn1nc(NC(=O)c2ccco2)c2cc3ccccc3nc21	2	2	-2	1	11	-9	-4.1	5	-7
CCOc1ccc(CCNC(=O)CSCc2ccc(C)cc2)cc1OCC	5	-4	14	5	0	-11	-2.9	-4	6
CC(=O)Nc1ccc(S(=O)(=O)N(C)CC(=O)OC(C)C(=O)NC2(C#N)CCCCC2)cc1 (stereo unspecified)	-5	-11	8	6	2	-4	-1.3	1	0
Cc1c(Cl)cccc1NC(=O)CC1SCCNC1=O (stereo unspecified)	-10	-6	15	15	1	15	2.5	-1	6
Cn1c(CNc2ccccn2)c(C#N)c2ccccc21	-5	-1	-9	2	1	11	-1.8	-1	0
CCN(CC)CCN1C(=O)/C(=C\c2ccc(Cl)c([N+](=O)[O-])c2)SC1=Nc1ccc(OC)cc1	6	30*	-18	5	3	19	-0.2	-4	1
C[C@@H](c1ccccc1)N1C[C@@H](COCc2ccccc2)Oc2cc(N3CCC[C@@H]3CO)ccc2S1(=O)=O	.	11	2	.	1	1	.	4	-8
CN1CCN(S(=O)(=O)c2ccc(NCc3ccc4c(c3)OCO4)nc2)CC1	3	-17	4	1	0	3	0.0	3	15
Other structures.
SMILES	CHRM1 antagonist	M5 antag	CHRM4 PAM	CHRM1 PAM	M4 ag	M4 antag	CRFBP-R2 agonist	M5 ag	CHRM5 PAM
COc1ccc(-c2ccc(SCC(=O)N3CCN(c4ccccc4)CC3)nn2)cc1	3	16	0	2	0	2	-4.9	2	-3
Clc1ccc(C=Cc2ccccn2)c(Cl)c1	-10	-1	4	6	1	3	3.4	1	5
COC(C(=O)Nc1ccc(F)c(F)c1)c1ccccc1 (stereo unspecified)	1	8	-4	4	1	3	1.2	-1	-4
Cc1nnc(SCC(=O)Nc2sc3c(c2C(N)=O)CCC(C)C3)[nH]c1=O (stereo unspecified)	9	2	-4	-9	-1	7	0.1	1	-1
Cc1cc(C)n(-c2nc3ccccc3nc2N2CCCCCC2)n1	-3	-4	-5	1	-2	-7	-4.6	-11	-6
CCc1c(C)sc(NC(=O)CSc2nc3c(c(C(F)(F)F)n2)CCc2ccccc2-3)c1C#N	-11	-1	0	7	0	4	0.9	0	0
O=C(Cc1ccccc1)NC1CCN(S(=O)(=O)c2ccc(C(=O)O)cc2)CC1	21	-8	1	-5	1	1	-0.7	1	4
Cc1cccc2c1NC(C)CC2C (stereo unspecified)	-29	-1	3	7	1	-4	-0.8	-3	1
CC(=O)Nc1c(C(N)=O)oc2ccc(Cl)cc12	-2	1	-4	4	2	-9	-0.4	1	-5

Part of the list above, reformatted:
| structure | CHRM1 antagonist | M5 antag | CHRM4 PAM | CHRM1 PAM | M4 ag | M4 antag | CRFBP-R2 agonist | M5 ag | CHRM5 PAM |
| --- | --- | --- | --- | --- | --- | --- | --- | --- | --- |
| Cc1nnc(SCC(=O)Nc2sc3c(c2C(N)=O)CCC(C)C3)[nH]c1=O (stereo unspecified) | 9 | 2 | -4 | -9 | -1 | 7 | 0.1 | 1 | -1 |
| COc1ccc(-c2ccc(SCC(=O)N3CCN(c4ccccc4)CC3)nn2)cc1 | 3 | 16 | 0 | 2 | 0 | 2 | -4.9 | 2 | -3 |
| COC(C(=O)Nc1ccc(F)c(F)c1)c1ccccc1 (stereo unspecified) | 1 | 8 | -4 | 4 | 1 | 3 | 1.2 | -1 | -4 |
| Cc1cccc2c1NC(C)CC2C (stereo unspecified) | -29 | -1 | 3 | 7 | 1 | -4 | -0.8 | -3 | 1 |

Source: PubChem (several laboratories)
